Source: PubChem BioAssay (several laboratories)
HTR5A inv ctr – counter-screen for OPRM1-OPRD1 inverse agonists: human HTR5A inverse agonism; 0.083% of 340,000 active; HTR5A cell line, luminescence; inhibition, % at 9.3 µM; P47898; in the data active = inhibition mostly above about 23%, no sharp cut-off; inactive = mostly below about 18%;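 also: 0% = cells with DMSO and 100% = no-cell wells with DMSO; some compounds called inactive have numbers as strong as hits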
Target sequence (P47898 whole entry, looked up): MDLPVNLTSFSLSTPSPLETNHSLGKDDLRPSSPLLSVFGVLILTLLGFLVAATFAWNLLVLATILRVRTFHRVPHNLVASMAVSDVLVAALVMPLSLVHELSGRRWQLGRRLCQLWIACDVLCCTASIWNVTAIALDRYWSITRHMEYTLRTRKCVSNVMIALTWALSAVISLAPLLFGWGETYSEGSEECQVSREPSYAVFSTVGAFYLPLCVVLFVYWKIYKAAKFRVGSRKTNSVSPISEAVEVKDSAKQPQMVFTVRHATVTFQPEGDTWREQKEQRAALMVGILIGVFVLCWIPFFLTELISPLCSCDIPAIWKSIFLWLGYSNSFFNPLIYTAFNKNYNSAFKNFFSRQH
PKA-R1A activ – activates the PKA-R1A holoenzyme complex; PKA-R1A dissociation, Cy5-IP20 fluorescence polarization; scaled: DMSO 0%, 113 µM cGMP 100%; activation, % at 11.4 µM; 0.083% of 340,000 active; AID 504707;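 active = percent activation above the mean of all tested compounds plus 3 SD, cut at about 19% in these data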;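 also: higher means more PKAc released from R1A so a rise in polarization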
phage Ecoli inh – E. coli growth loss with phage present; growth absorbance; inhibition, % at 11.9 µM; 0.26% of 360,000 active; AID 651602; in the data active = inhibition above about 11%
OPRM1-OPRD1 inv – inverse agonist of human OPRM1-OPRD1 heterodimerization; cell-based MOR-DOR heterodimer luminescence, inverse agonism; AID 504357; P35372+P41143; inhibition, % at 9.3 µM; 0.21% of 340,000 active; in the data active = inhibition above about 22%, passing the limit was not always enough;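 also: 0% = cells with DMSO and 100% = wells without cells with DMSO; values of inactives mirror those of a sister screen read the other way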
Ecoli viability – bacterial growth inhibition, counter-screen for AddAB inhibitors; E. coli V3065 growth, OD600 absorbance, 18 h; inhibition, % at 11.9 µM; 0.27% of 330,000 active; AID 449728;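 active = inhibition above the campaign's mean inhibition across all tested compounds plus 3 SD, cut at about 9.9% in these data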;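 also: uninfected addAB+ strain grown without phage in ampicillin broth; 0% = DMSO wells and 100% = ciprofloxacin 0.95 µg/ml wells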
MOR-DOR ag – agonists of human mu-delta opioid receptor heterodimerization. cells, OPRM1-OPRD1 heterodimerization, luminescence. activation, % at 9.3 µM. P35372+P41143. 0.3% of 340,000 active. AID 504326; in the data active = activation above about 18%;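 also: 0% = vehicle-treated cells and 100% = reference agonist; values of inactives mirror those of a sister screen read the other way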
Mot1-301 SUMO – blocks SUMOylation pathway, rescuing yeast Mot1-301 growth | 1% of 320,000 active | S. cerevisiae Mot1-301 growth rescue, ATP luminescence, 38.5C; percent above DMSO median, 100 means doubled | growth rescue, % at 18.8 µM;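 active = every valid replicate shows activation above 250% relative to neutral control wells; inactive = the rest, any valid replicate at or below 250%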;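 also: OY570 slx delta 5 strain wells were the positive control but not used for scaling; some compounds called inactive have numbers as strong as hits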
PKA-R2B activ – activates the human PKA-R2B holoenzyme complex; activation, % at 11.4 µM; P22694+P31323; 0.079% of 340,000 active; PKA-R2B holoenzyme dissociation, Cy5-IP20 fluorescence polarization; R2B truncated from residue 108, S112A mutant; 0% DMSO only, 100% 113 µM cGMP;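 active = activation above a cutoff set at the mean over all compounds plus 3 SD, cut at about 18% in these data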;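 also: higher means more holoenzyme dissociation and a rise in polarization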
Target sequence (P31323 whole entry, looked up, other chains not shown, the tested form may be a part): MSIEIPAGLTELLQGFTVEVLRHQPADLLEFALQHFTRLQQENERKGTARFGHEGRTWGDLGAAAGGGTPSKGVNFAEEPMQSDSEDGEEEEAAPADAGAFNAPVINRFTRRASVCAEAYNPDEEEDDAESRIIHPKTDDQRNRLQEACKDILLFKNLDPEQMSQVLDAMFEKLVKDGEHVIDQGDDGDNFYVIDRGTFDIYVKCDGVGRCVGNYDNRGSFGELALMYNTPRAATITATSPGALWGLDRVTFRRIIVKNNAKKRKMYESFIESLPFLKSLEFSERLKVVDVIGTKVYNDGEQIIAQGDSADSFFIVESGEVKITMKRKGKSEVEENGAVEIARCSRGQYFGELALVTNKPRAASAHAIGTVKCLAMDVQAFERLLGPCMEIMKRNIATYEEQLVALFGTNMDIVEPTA
AddAB inh – less growth of phage-infected E. coli with AddAB; E. coli expressing H. pylori AddAB, absorbance growth; inhibition, % at 11.9 µM; 0.29% of 330,000 active; AID 435030; in the data active = inhibition above about 12%;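 also: 0% = vehicle wells of infected cells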
PfHsp90 set2 – growth inhibition of yeast expressing Plasmodium Hsp90; S. cerevisiae expressing PfHsp90, BacTiter-Glo ATP, 48 h; yeast lacking PDR1 and PDR3 efflux regulators; AID 504621; 0.32% of 310,000 active; inhibition, % at 9.4 µM;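 active = every replicate shows inhibition above about 80%, whatever the replicate mean, limit read from the data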;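 also: 0% = DMSO neutral controls and 100% = 20 µM radicicol positive controls; yeast relying on Plasmodium falciparum Hsp90 in place of its own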
Tat transport – inhibitors of E. coli Tat protein transport | E. coli MC4100 TorA-mCherry Tat export, fluorescence | inhibition, % at 10 µM | 0.036% of 340,000 active | AID 488895;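 active = mean replicate inhibition at least 50% and at least half of replicates individually reaching 50%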;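 also: exported cargo escapes ClpAP degradation while cytoplasmic cargo is degraded and loses fluorescence; 0% = median of neutral control wells and 100% = median of NaSCN control wells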
Active calls of the source: *; i = inactive; x = no result given.

SMILES	HTR5A inv ctr	PKA-R1A activ	phage Ecoli inh	OPRM1-OPRD1 inv	Ecoli viability	MOR-DOR ag	Mot1-301 SUMO	PKA-R2B activ	AddAB inh	PfHsp90 set2	Tat transport
CC(Sc1ccccc1)C(=O)N1CCN(S(=O)(=O)c2ccccc2)CC1 (stereo not given)	-13	-6	-0.7	2	-2.8	-0.4	559	0	2.5	0	-2
COc1ccc(-c2[nH]ncc2C=O)cc1OC	-2	1	0.1	20	-0.6	-4.3	-13	-5	0.6	-13	0
CSc1nc(C)cc(C)c1C(N)=O	-33	13	2.0	19	-1.3	-3.3	-15	13	1.4	-14	-2
Cc1cccc(C)c1NC(=O)C(Cl)C(=O)c1ccccc1 (stereo not given)	11	-14	-2.1	34*	-0.4	-6.2	474*	7	0.5	106*	-6
COc1ccc(NS(=O)(=O)c2cc3c(cc2C)N(C(C)=O)CCO3)cc1	-11	-7	-0.9	5	-0.1	-0.9	24	4	0.8	30	19
CC(C)(C)c1cnnn1-c1ccc(NC(=O)c2ccc3c(c2)OCO3)cc1	4	3	4.2	3	1.3	-0.5	34	15	0.2	-4	7
Cn1nnnc1SCC(=O)Nc1sccc1C(N)=O	-2	-7	2.5	11	1.5	-2.0	-17	-10	-2.4	x	7
Cc1c(C(=O)O)sc(=S)n1-c1ccccc1	-16	10	2.4	2	-1.0	-0.3	450	1	3.8	13	-5
CCc1ccc2c(CN3CCc4cc(OC)c(OC)cc4C3)cc(=O)oc2c1	-7	-3	4.8	22	0.5	-4.4	9	1	0.9	1	-6
Cc1ccc(/C=C/C(=O)NCCc2ccccc2)o1	-4	-15	4.6	-1	0.0	0.3	-12	-4	0.5	4	-1

Gathered by group, the entries above with four or more nitrogen atoms (2)
SMILES	HTR5A inv ctr	PKA-R1A activ	phage Ecoli inh	OPRM1-OPRD1 inv	Ecoli viability	MOR-DOR ag	Mot1-301 SUMO	PKA-R2B activ	AddAB inh	PfHsp90 set2	Tat transport
CC(C)(C)c1cnnn1-c1ccc(NC(=O)c2ccc3c(c2)OCO3)cc1	4	3	4.2	3	1.3	-0.5	34	15	0.2	-4	7
Cn1nnnc1SCC(=O)Nc1sccc1C(N)=O	-2	-7	2.5	11	1.5	-2.0	-17	-10	-2.4	x	7

Other results
SMILES	HTR5A inv ctr	PKA-R1A activ	phage Ecoli inh	OPRM1-OPRD1 inv	Ecoli viability	MOR-DOR ag	Mot1-301 SUMO	PKA-R2B activ	AddAB inh	PfHsp90 set2	Tat transport
Cc1ccc(-n2ncc3c2CC(C)(C)CC3NC(=O)CCc2cccnc2)cc1 (stereo not given)	12	-7	1.7	21	x	-4.2	24	-4	x	1	4
O=C(O)/C=C/C(=O)NCCCc1ccccc1	38	-16	3.6	7	-0.3	-1.5	i	-12	6.6	5	0
Cc1cc(OCC(=O)Nc2ccc(F)c(F)c2)nc(C(C)C)n1	4	-4	0.9	-4	-0.8	0.7	-22	1	0.8	x	19
Cc1ccc(-n2c(C)nc3ccsc3c2=O)cc1	16	1	-0.8	14	-0.2	-2.8	6	-8	2.8	6	3
O=C(COC(=O)/C=C/c1ccc(Cl)cc1)NC(=O)NCc1ccccc1	8	-7	3.7	-13	1.2	3.2	2	-8	0.1	5	-5
COC(=O)CCS(=O)(=O)c1ccc(Cl)cc1	-14	-4	1.4	12	1.6	-2.1	4	-6	1.6	34	-3
COc1ccc2cc3c(N)nn(C(=O)Cc4c[nH]c5ccccc45)c3nc2c1	1	-8	3.6	6	-2.2	-1.1	-3	-3	5.1	-1	-17
Cc1cc(C)c(-n2nnnc2SCC(=O)c2cccs2)c(C)c1	-23	-1	-0.1	-4	-0.2	0.9	20	-1	3.4	-4	2
CN(C(=O)c1cccc(NC(=O)Cc2ccc(NC(=O)C3CCN(C(=O)c4ccccc4)CC3)cc2)c1)C1CCCC1	-2	-1	1.5	-3	x	0.6	x	-3	x	4	3
CCNC(=S)Nc1ccc(S(=O)(=O)Nc2cc(C)nc(C)n2)cc1	-3	-4	0.1	13	-2.3	-2.5	4	7	2.0	1	5

Random excerpt: two compounds from above, in no set order.
SMILES	HTR5A inv ctr	PKA-R1A activ	phage Ecoli inh	OPRM1-OPRD1 inv	Ecoli viability	MOR-DOR ag	Mot1-301 SUMO	PKA-R2B activ	AddAB inh	PfHsp90 set2	Tat transport
COC(=O)CCS(=O)(=O)c1ccc(Cl)cc1	-14	-4	1.4	12	1.6	-2.1	4	-6	1.6	34	-3
Cc1ccc(-n2c(C)nc3ccsc3c2=O)cc1	16	1	-0.8	14	-0.2	-2.8	6	-8	2.8	6	3

Other compounds
SMILES	HTR5A inv ctr	PKA-R1A activ	phage Ecoli inh	OPRM1-OPRD1 inv	Ecoli viability	MOR-DOR ag	Mot1-301 SUMO	PKA-R2B activ	AddAB inh	PfHsp90 set2	Tat transport
COc1ccc(CC/C(=N\O)C2(O)CCCCC2)cc1	15	-8	5.4	12	1.6	-2.3	4	-2	2.6	12	-5
CCCCCN(C(=O)CCC(=O)OCC(=O)Nc1cccc(SC)c1)c1c(N)n(CCCC)c(=O)[nH]c1=O	23	8	3.7	15	-0.5	-3.0	184	6	-2.7	-43	18
COc1ccccc1CCC(=O)N(C)C1CCCN(Cc2ccccc2F)C1 (stereo not given)	-26	9	0.4	-3	1.4	0.5	4	5	1.8	18	1
O=C(Cn1[nH]c(=O)c2ccccc2c1=O)OCC(=O)N1CCc2ccccc2C1	10	-11	2.2	11	-0.8	-1.8	-9	-7	0.8	x	-1
CCCCCCC[N+](CC)(CC)CCCCc1ccc(Cl)cc1	-27	-11	2.7	-10	1.3	1.9	180	0	-1.1	-24	1
Cc1ccc(CNC(=O)Cn2cnc(S(=O)(=O)N3CCC(C)CC3)c2)o1	8	-4	0.6	3	-2.4	-0.6	44	-7	2.3	-3	1
COc1cc(SC)ccc1C(=O)Nc1ccccc1	-19	2	0.6	-7	0.0	1.3	-6	-10	2.6	-26	-13
COc1cccc(CNC(=O)CN2CCC(c3nc4ccc(C)cc4[nH]3)CC2)c1	-1	-8	1.4	19	0.7	-4.2	53	-5	-0.1	6	0
Cc1onc(-c2ccccc2)c1C(=O)N1CCN(C)CC1	1	-5	1.1	24	-0.9	-5.3	-4	-3	0.8	10	-6
CN(C)/C=N/c1nc2nccc(-c3ccc(Cl)cc3)n2n1	2	-3	2.1	-5	1.3	0.9	15	-9	2.4	-14	5

Some values from the results shown:
COc1ccccc1CCC(=O)N(C)C1CCCN(Cc2ccccc2F)C1 (stereo not given) | PKA-R1A activ = 9
CCCCCN(C(=O)CCC(=O)OCC(=O)Nc1cccc(SC)c1)c1c(N)n(CCCC)c(=O)[nH]c1=O | HTR5A inv ctr = 23
Cc1onc(-c2ccccc2)c1C(=O)N1CCN(C)CC1 | PKA-R1A activ = -5
CN(C)/C=N/c1nc2nccc(-c3ccc(Cl)cc3)n2n1 | HTR5A inv ctr = 2
Cc1ccc(CNC(=O)Cn2cnc(S(=O)(=O)N3CCC(C)CC3)c2)o1 | phage Ecoli inh = 0.6

Continued.
SMILES	HTR5A inv ctr	PKA-R1A activ	phage Ecoli inh	OPRM1-OPRD1 inv	Ecoli viability	MOR-DOR ag	Mot1-301 SUMO	PKA-R2B activ	AddAB inh	PfHsp90 set2	Tat transport
CC(C)(O)[C@@H]1CC(=O)[C@]2(C)[C@H](CC[C@@]3(C)[C@H](c4ccoc4)OC(=O)[C@H]4O[C@]432)[C@@]1(C)/C=C\C(=O)O	12	-15	3.9	12	0.2	-2.1	-4	-13	1.8	-5	-1
Cc1cc(C)cc(C(=O)NC(=S)Nc2ccc(-c3cc4ccccc4oc3=O)cc2)c1	16	2	1.9	9	-2.1	-1.6	-14	-4	1.8	2	-10
COCCNC(=O)c1ccccc1NC(=O)CN(c1ccc2c(c1)OCO2)S(C)(=O)=O	-7	-9	0.2	23	0.3	-5.1	41	-10	1.0	x	-4
O=C(NCCN1CCOCC1)c1ccccc1-c1ccccc1	-7	-5	2.3	-2	0.8	0.4	-1	-7	-1.6	11	-3
NS(=O)(=O)c1ccc(NC(=O)COC(=O)c2cn(-c3ccccc3)nc2-c2ccc(F)cc2)cc1	-43	-2	1.2	-19	-3.0	3.6	-7	10	1.0	42	-3
N#Cc1ccccc1NC(=S)Nc1ccc(F)cc1	1	-1	2.8	5	1.6	-0.8	-20	9	1.9	-32	3
O=C(NCC1CCCO1)c1cccc(NS(=O)(=O)c2ccccc2)c1 (stereo not given)	5	-6	-0.5	6	0.7	-1.2	-4	-9	-0.2	1	-8
CCOC(=O)[C@H]1[C@H]2COc3ccc(C)cc3[C@@H]2N2C(=O)c3ccc(C)cc3NC(=O)[C@@]12C	0	2	3.5	13	-0.9	-2.3	114	-12	0.6	26	5
C=CCN1C(=O)C(CC(=O)O)SC1=Nc1ccc(N=Nc2ccccc2)cc1 (stereo not given)	24	-10	-0.1	0	-2.3	-0.1	-15	0	-1.1	-17	4
COC(=O)/C(N=Nc1c(C)n(C)n(-c2ccccc2)c1=O)=C(\C)O	-5	3	3.1	4	-0.8	-0.8	-3	2	2.9	-11	10
Cc1cccc(CNC(=O)C2CCC(=O)N(C3CCCCCC3)C2)c1 (stereo not given)	3	-4	2.3	10	0.1	-3.1	109	-4	3.5	28	-3
COc1ccccc1C(=O)NC(=S)Nc1ccc(NC(=O)c2ccco2)cc1	-3	2	1.4	-13	3.3	2.6	8	0	1.7	-7	2
COc1cc(Br)c(Br)c(Br)c1N	-26	4	0.8	-5	-1.9	1.0	-6	4	0.6	-13	2
